Peg3 promoter: Peg3 promoter activity inhibition | inhibition, % at 20 µM | 1.7% of 360,000 active | HeLa PEG-Prom luciferase reporter, luminescence, overnight | AID 588405;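 active means inhibition of at least 50% at 20 µM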
Shn3 3UTR inh: reduces Shn3 3'UTR luciferase signal in osteoblasts; Clone20 osteoblast Shn3 3'UTR firefly luciferase, 24 h; inhibition, % at 12.5 µM; 0.52% of 360,000 active;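 active means mean inhibition of at least 75% with every replicate also reaching 75%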;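 further: 0% = median of neutral control wells and 100% = pilot-screen positive control compound; some compounds past the cut are filed as inactive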
NR2E3 ag-1: agonists of human NR2E3 nuclear receptor | CHO-S Gal4-NCOR/VP16-NR2E3 two-hybrid, luciferase | AID 602229 | 0.35% of 360,000 active | Q9Y5X4 | inhibition of corepressor binding, % at 3.98 µM;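 active means inhibition above the mean of all tested compounds plus 3 SD, cut at about 70% in these data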;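 further: 0% = DMSO with NR2E3 transfected cells and 100% = cells lacking NR2E3 construct; higher means lower luciferase signal from less NR2E3 corepressor binding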
Target sequence (Q9Y5X4 whole entry, looked up, the tested form may be a part): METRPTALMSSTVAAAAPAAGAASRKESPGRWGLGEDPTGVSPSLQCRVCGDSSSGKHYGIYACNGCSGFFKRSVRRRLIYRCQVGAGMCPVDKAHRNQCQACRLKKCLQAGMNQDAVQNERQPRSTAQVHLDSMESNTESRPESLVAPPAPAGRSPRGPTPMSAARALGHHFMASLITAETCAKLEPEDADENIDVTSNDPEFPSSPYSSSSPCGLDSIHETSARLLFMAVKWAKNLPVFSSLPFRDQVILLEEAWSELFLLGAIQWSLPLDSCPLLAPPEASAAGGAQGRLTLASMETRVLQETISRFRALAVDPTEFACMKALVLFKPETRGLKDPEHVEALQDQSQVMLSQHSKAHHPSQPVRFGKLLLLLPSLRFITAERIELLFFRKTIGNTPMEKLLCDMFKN
NR2E3 ag-2: activates human photoreceptor nuclear receptor NR2E3; GST-NR2E3/biotin-RetCOR TR-FRET, 1536-well; inhibition of corepressor binding, % at 4.78 µM; 0.12% of 320,000 active; AID 2300;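 active means percent inhibition above the cutoff of mean plus 3 SD of all tested compounds, set per screening campaign, cut at about 20% in these data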;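 further: 0% = DMSO wells and 100% = biotin wells as full block of FRET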
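System: GST-tagged NR2E3 plus biotinylated RetCOR corepressor; Amount: 1.35 nM GST-tagged NR2E3 final; Dosing: single nominal compound dose of 4.8 µM; Schedule: 5 h incubation at 4 °C; Technique: TR-FRET with europium anti-GST and streptavidin-D2, 340 nm excitation; Controls: biotin wells as high control, 0.6% DMSO wells as low control.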
CF NFkB block: cystic fibrosis NF-kB activation inhibition; KKLEB NF-kB-GFP reporter, PAF-induced, GFP fluorescence overnight; 0.86% of 360,000 active; AID 588850; inhibition, % at 5 µM;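 active means at least 50% inhibition at 5 µM, scaled per plate between neutral and stimulator controls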;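 further: PAF is a Pseudomonas aeruginosa culture filtrate used as stimulus; plate controls were PAF-stimulated DMSO wells for no effect and unstimulated DMSO wells for full effect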
HIF-2a block: HIF-2a inhibition. 786-0 RCC cells HIF-2a reporter, luciferase luminescence, overnight. inhibition, % at 18.8 µM. 0.72% of 360,000 active. AID 624352;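 active means inhibition of the luminescence signal of 40% or more relative to plate controls, in a single-dose primary screen at 18.75 µM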
TROY NFkB inh: blocks TROY-dependent signaling in reporter cells; Q293 LMP1-TROYcd NF-kB luciferase reporter, 4 h; inhibition, % at 10 µM; 0.98% of 360,000 active; AID 1347056;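 active means compounds whose plate-normalised and pattern-corrected inhibition of the luciferase reporter signal at the single screening dose is 50% or more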
C8 TRAIL sens: caspase-8 TRAIL sensitization | NB7+C8 cells + TRAIL, ATPlite viability luminescence | inhibition (viability loss, TRAIL sensitization), % at 10 µM | 1% of 360,000 active | AID 624354;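 active means compounds causing at least 50% loss of cell viability in the single-dose screen, relative to plate controls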
TWEAK Fn14 block: blocks TWEAK-Fn14 interaction in a reporter cell assay; TWEAK-stimulated Fn14 reporter cells, luciferase luminescence, 8 h; AID 1159606; 2% of 360,000 active; inhibition, % at 10 µM; in the data active means inhibition above about 50%
MITF TRPM1 inh: MITF TRPM1 promoter inhibition in SK-MEL-5 cells; SK-MEL-5 TRPM1 promoter luciferase, 24 h; 0.83% of 330,000 active; AID 488899; inhibition, % at 12.5 µM;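 active means mean inhibition across replicates of 60% or more, whatever share of single replicates reaches that level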; further: values of inactives mirror those of a sister screen read the other way
KKLEB tox: counter-screen for CF NF-kB inhibitors: cytotoxicity | KKLEB CF airway cells viability, ATPlite luminescence, overnight; stronger effect = lower value; cells stimulated with P. aeruginosa culture filtrate | activity change (cytotoxicity), % at 5 µM | 0.36% of 360,000 active;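 active means corrected activity change at or below -50% at 5 µM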
* marks the source's active call; other numbers are inactive results; nt = not tested or not shown.

SMILES	Peg3 promoter	Shn3 3UTR inh	NR2E3 ag-1	NR2E3 ag-2	CF NFkB block	HIF-2a block	TROY NFkB inh	C8 TRAIL sens	TWEAK Fn14 block	MITF TRPM1 inh	KKLEB tox
COc1ccc(/C=C/C(=O)Nc2ccc3nc4n(c(=O)c3c2)CCCC4)cc1OC	2	1	-2	4	-8	10	7	-4	-32	4	-3
Nc1nc2ccc(Cl)cc2cc1C(=O)NC1CC1	nt	nt	14	nt	nt	14	-51	4	6	nt	nt
COCCN(C(=O)c1csnn1)C(C(=O)NC1CCCCC1)c1cccs1 (configuration not stated)	16	12	-5	-1	0	17	-4	-13	-4	1	6
O=C(CN1C(=O)NC2(CCCC2)C1=O)NCc1ccco1	10	-6	-25	nt	10	7	-14	-25	5	5	5
O=C(CN1C(=O)C2CC=CCC2C1=O)NCc1cccs1 (configuration not stated)	3	3	-3	4	0	-4	-15	1	0	6	3
COc1cccc(NC(=O)Nc2cc(C)on2)c1	-66	-23	-46	4	-15	-92	-8	-8	-8	-11	8
CCC(CC)C(=O)Nc1ccc(C(=O)c2ccccc2)cc1	-109	-37	-47	0	13	-83	-36	-12	-30	-22	4
CSc1nc(O)c(Nc2ccccc2)c(=O)[nH]1	-25	-6	-28	nt	6	-17	-17	-6	-9	-16	3
Cc1ccc2nc(SCc3nnc(-c4ccccc4Br)o3)[nH]c2c1	1	5	-18	2	0	2	nt	-1	37	14	-5
Cc1ccc(C)c(Cn2c(=O)n(-c3ccc(CC(=O)NCc4ccco4)cc3)c(=O)c3sccc32)c1	38	0	-20	2	48	5	-8	-7	-5	nt	-30
COc1cccc(N2CCN(CC(=O)NC(C)c3ccccc3)CC2)c1 (configuration not stated)	19	9	4	nt	17	14	3	-3	-2	-8	7
Cc1ccc(OCC(=O)O)c(O)c1	-5	-2	-21	nt	1	7	-5	-13	2	3	14
COc1cc(CC(=O)N(CC(C)C)C2CCS(=O)(=O)C2)cc(OC)c1OC (configuration not stated)	2	5	-41	nt	-28	13	2	-7	-6	-4	4
O=C(NNc1nc2ccccc2o1)c1ccccc1	-20	-38	-91	-1	-5	47*	36	13	7	nt	-8
O=S(=O)(Nc1ccc(-n2cnnn2)cc1)c1ccccc1F	12	-17	3	6	-18	-1	6	5	11	3	8
CC(C)CCN1CCN(Cc2cc3ccccc3[nH]2)CC1CCO (configuration not stated)	12	17	-11	0	22	12	14	-4	-1	24	-11
CCCCn1c(N)c(N(CCOC)C(=O)c2cc(-c3ccc(OC)c(OC)c3)nc3ccccc23)c(=O)[nH]c1=O	-7	-10	14	-2	2	4	-2	14	-6	-1	-10
COc1cc(/C=C/C(=O)O)cc(OC)c1OC	1	-17	-11	1	18	-3	-12	4	3	6	-10
CCN1C(=O)[C@@H]2[C@@H](c3ccc(-c4ccc(C(C)=O)cc4)cc3)N3CCC[C@@]3(C(=O)OC)[C@@H]2C1=O	-18	7	5	2	-20	5	-1	4	-23	1	19
COc1ccc(NCc2nnc(SCC(=O)c3ccc(C)cc3)o2)cc1	-44	-16	-30	1	-1	-87	-69	10	-54	0	13
COc1ccc(C2CC(=O)c3c(C)nc(N4CCN(c5ccccc5)CC4)nc3C2)cc1 (configuration not stated)	16	-7	-7	5	24	15	0	-13	14	-5	-6
COCC(C)NC(=O)/C=C/c1ccc(OC)cc1 (configuration not stated)	-19	0	-2	-1	0	-47	2	9	15	-31	8
CCOc1ccccc1N1CC(C(=O)N(CC)C2CCS(=O)(=O)C2)CC1=O (configuration not stated)	-5	7	15	nt	-26	1	-1	-22	0	3	14
Cn1nccc1C(=O)NCCN1C(=O)OC(C)(C)C1(C)O (configuration not stated)	9	-7	-1	4	-6	14	1	10	4	2	-1
COc1ccc(-c2nn(-c3ccccc3)cc2CNC(C)Cn2cncn2)c(F)c1 (configuration not stated)	9	-2	-33	-2	5	15	-24	-7	2	1	0

Of the compounds above, these contain sulfur:
SMILES	Peg3 promoter	Shn3 3UTR inh	NR2E3 ag-1	NR2E3 ag-2	CF NFkB block	HIF-2a block	TROY NFkB inh	C8 TRAIL sens	TWEAK Fn14 block	MITF TRPM1 inh	KKLEB tox
COCCN(C(=O)c1csnn1)C(C(=O)NC1CCCCC1)c1cccs1 (configuration not stated)	16	12	-5	-1	0	17	-4	-13	-4	1	6
O=C(CN1C(=O)C2CC=CCC2C1=O)NCc1cccs1 (configuration not stated)	3	3	-3	4	0	-4	-15	1	0	6	3
CSc1nc(O)c(Nc2ccccc2)c(=O)[nH]1	-25	-6	-28	nt	6	-17	-17	-6	-9	-16	3
Cc1ccc2nc(SCc3nnc(-c4ccccc4Br)o3)[nH]c2c1	1	5	-18	2	0	2	nt	-1	37	14	-5
Cc1ccc(C)c(Cn2c(=O)n(-c3ccc(CC(=O)NCc4ccco4)cc3)c(=O)c3sccc32)c1	38	0	-20	2	48	5	-8	-7	-5	nt	-30
COc1cc(CC(=O)N(CC(C)C)C2CCS(=O)(=O)C2)cc(OC)c1OC (configuration not stated)	2	5	-41	nt	-28	13	2	-7	-6	-4	4
O=S(=O)(Nc1ccc(-n2cnnn2)cc1)c1ccccc1F	12	-17	3	6	-18	-1	6	5	11	3	8
COc1ccc(NCc2nnc(SCC(=O)c3ccc(C)cc3)o2)cc1	-44	-16	-30	1	-1	-87	-69	10	-54	0	13
CCOc1ccccc1N1CC(C(=O)N(CC)C2CCS(=O)(=O)C2)CC1=O (configuration not stated)	-5	7	15	nt	-26	1	-1	-22	0	3	14

The listing picks up, repeating the 2 entries before the break.
SMILES	Peg3 promoter	Shn3 3UTR inh	NR2E3 ag-1	NR2E3 ag-2	CF NFkB block	HIF-2a block	TROY NFkB inh	C8 TRAIL sens	TWEAK Fn14 block	MITF TRPM1 inh	KKLEB tox
Cn1nccc1C(=O)NCCN1C(=O)OC(C)(C)C1(C)O (configuration not stated)	9	-7	-1	4	-6	14	1	10	4	2	-1
COc1ccc(-c2nn(-c3ccccc3)cc2CNC(C)Cn2cncn2)c(F)c1 (configuration not stated)	9	-2	-33	-2	5	15	-24	-7	2	1	0
CCCNC(=O)c1ccccc1NC(=O)c1ccccc1N(C)S(=O)(=O)c1ccc(C)cc1	25	15	-29	nt	-1	16	10	10	6	19	1
COc1ccc(/C=N\NC(=O)c2cc(O)c(O)c(O)c2)cc1COc1ccc(C(=O)OCC(C)C)cc1	4	-12	-10	2	-33	17	-33	11	-7	-6	6
CCCS(=O)(=O)NC(=O)C1(C)CCN(C(=O)Cc2ccc3ccccc3c2)C1 (configuration not stated)	18	-7	42	nt	-13	19	1	-19	10	nt	6
Nc1nnnn1-c1cccc([N+](=O)[O-])c1	8	-4	-20	nt	-7	5	8	5	2	2	9
N#C/C(=C(/O)CSc1nnc(Cc2cccs2)n1C1CCCCC1)c1nc2ccccc2[nH]1	11	4	-16	1	-34	-4	-3	-5	28	11	13
CS/C(=C/[N+](=O)[O-])Nc1cccc2c1C(C)CC2(C)C (configuration not stated)	1	14	-25	5	-10	20	12	5	-1	12	12
COCCNC(=O)C1(C)CCCN(CC(=O)c2ccc(OC)cc2)C1 (configuration not stated)	-37	-9	-18	nt	-13	6	-3	2	-8	nt	6
N#CC1=C(N)Oc2c(oc(CO)cc2=O)C1c1ccccc1[N+](=O)[O-] (configuration not stated)	12	5	-11	-2	4	20	5	7	3	nt	-6
Cc1ccc(NC(=O)c2ccc3c(c2)N(CC(=O)NC(C)C)C(=O)C(C)(C)O3)cc1	-6	-19	-23	2	-6	-8	-2	-3	1	-4	-6
COc1ccc(/C=N/NC(=O)c2sccc2OCc2ccc(F)cc2)cc1OC	-11	-9	-29	3	-3	-25	nt	17	6	-8	-9
CC(C)(C)OC(=O)NCCCC[C@H](NC(=O)c1nc[nH]c1C(=O)N[C@@H](CCCCNC(=O)OC(C)(C)C)C(=O)OC(C)(C)C)C(=O)OC(C)(C)C	12	12	1	0	19	17	-7	37	30	17	-5
Cc1ccc(S(=O)(=O)N2C[C@@H]3[C@H]4CC[C@H](C4)[C@@H]3[C@@H](C)[C@H]2c2ccco2)cc1	21	9	-36	nt	36	5	-8	0	-3	-20	0
CC(C)[C@@H](CO)NC(=O)c1ccc2c3n(nc2c1)-c1ccccc1CO3	-101	-55	-105	5	3	-120	46	71*	44	-6	-9
CCOC(=O)C1CCCN(C(=O)c2cc(OC)ccc2Br)CC1 (configuration not stated)	4	5	-4	nt	0	10	-12	-22	8	nt	4
COc1cc2c(cc1OC)C(c1ccc3c(c1)Cc1ccccc1-3)OC(=O)C2 (configuration not stated)	-78	5	-124	nt	27	-58	-22	-1	1	nt	-11
CCN(CC(=O)NC(C)(C)C)C(=O)c1ccc2c(c1)S(=O)(=O)c1ccccc1C2=O	12	9	4	-4	-11	7	-2	-7	4	-3	6
COCc1cc(C)nc(SC)c1C#N	-6	3	-2	3	14	11	-4	-9	-7	-22	0
Cc1cc(NC(=O)c2ccc([N+](=O)[O-])cc2)n(CCC#N)n1	5	-55	-10	3	5	5	19	19	46	5	2
COc1cc([C@H](Cc2ccccc2)NC(C)=O)oc(=O)c1	12	-3	-25	-1	-5	14	-27	3	-18	6	1
COc1ccc(S(=O)(=O)N2CCOC23CCN(C(=O)c2ccccc2OC)CC3)cc1	9	-2	-24	5	10	13	-3	-3	-9	0	-8
Cc1ccc(N2C(=O)c3ccc(C(=O)NCCN4CCOCC4)cc3C2=O)cc1	6	9	-33	1	-6	16	1	0	2	-3	-2
Cc1ccccc1-c1cn(-c2ccccc2)c(=S)[nH]1	-37	11	-8	-2	3	-170	-8	0	-23	6	-3
O=C(Nc1ccc(F)cc1)c1cccc(N2C(=O)C3C4C=CC(C4)C3C2=O)c1 (configuration not stated)	-11	-14	-6	11	2	-15	2	-3	-15	-9	-8

A portion of the library; count on the stated rates, not on these rows.
